TRPC4 potent: allosterically enhances the mouse TRPC4 cation channel; 310,000 compounds, 0.42% hits; Q9QUQ5; AID 2227; B-score at 10 µM; HEK293 TRPC4beta/mu-opioid, DAMGO EC20, Fluo-4 Ca2+ flux; active compounds read high;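 active = B-score of calcium response area above 5 SD of library B-scores, with initial fluorescence ratio within 5 SD of library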;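 note: B-score of integrated fluorescence ratio over time as area under calcium response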
AI-2 QS mod: modulates the Vibrio harveyi AI-2 quorum sensing system; AID 2094; activity change, % at 7.5 µM; Vibrio harveyi JMH597 AI-2 luminescence/OD600 ratio, 9 h; active compounds read low; strain lacks LuxN and CqsS sensors; 0 = neutral-control median; 300,000 compounds, 0.4% hits; in the data active = activity change below about -75%, passing the limit was not always enough;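 note: luminescence divided by OD600 gain over 9 h not by final OD600 alone; inactives centre near 13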
TRPC6 inh: blocks the mouse TRPC6 cation channel. 310,000 compounds, 1.1% hits. HEK293-TRPC6, membrane potential dye, ACh-evoked depolarization; active compounds read low. Q61143. B-score at 10 µM;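 active = B-score under library mean minus 3 SD, initial fluorescence not abnormally high, positive integrated signal ratio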;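 note: B-score derived from integrated fluorescence ratio over the kinetic read; more negative B-score means stronger inhibition of depolarization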
MrgX1 antagonist: human MrgX1 receptor antagonism, primary screen; Q96LB2; MRGX1-HEK293 calcium flux, Fluo-4, BAM8-22 antagonism; active compounds read low; B-score at 10 µM; 310,000 compounds, 1.3% hits;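 active = calcium-response B-score plate-corrected more than 3 library SD below zero, starting fluorescence within 5 deviations, no agonist response on first addition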;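 note: peak minus trough fluorescence over baseline after final BAM8-22 challenge near maximal dose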
Target sequence (Q96LB2 whole entry, looked up): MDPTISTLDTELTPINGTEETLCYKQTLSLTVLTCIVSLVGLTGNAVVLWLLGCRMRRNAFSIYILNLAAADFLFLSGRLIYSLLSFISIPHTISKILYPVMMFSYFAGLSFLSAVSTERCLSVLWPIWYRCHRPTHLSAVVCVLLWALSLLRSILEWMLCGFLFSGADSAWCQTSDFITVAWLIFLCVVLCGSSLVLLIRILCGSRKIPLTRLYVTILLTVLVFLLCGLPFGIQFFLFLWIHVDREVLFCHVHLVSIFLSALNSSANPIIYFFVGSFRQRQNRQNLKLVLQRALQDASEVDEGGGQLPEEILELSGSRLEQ
MrgX1 PAM: human MrgX1 positive allosteric modulation, primary screen; 310,000 compounds, 0.63% hits; AID 588675; B-score at 10 µM; MrgX1-HEK293, Fluo-4 calcium flux, FDSS; active compounds read high; Q96LB2;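 active = plate-corrected calcium response at least 3 library SD above typical, normal starting fluorescence, not activating the receptor alone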;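 note: compound read alongside a low EC10 to EC30 dose of BAM8-22 agonist; peak minus trough fluorescence over baseline measured at the second addition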
MrgX1 ag: activates human MrgX1 receptor signaling; Q96LB2; MrgX1-HEK293 cells, Fluo-4 calcium fluorescence, agonist mode; active compounds read high; B-score at 10 µM; 310,000 compounds, 0.44% hits; AID 588627;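 active = calcium response B-score plate-corrected fluorescence ratio at least 3 library SD, with starting fluorescence B-score inside 5 SD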
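System – MrgX1-expressing HEK293 cells · Incubation – cells plated overnight, dye loaded 0.5 h 37 °C, 0.5 h room temperature · Technique – kinetic Fluo-4 NW fluorescence of intracellular calcium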
TRPC4 agonist: activators of mouse TRPC4 channel. Q9QUQ5. HEK293 TRPC4beta/mu-opioid, Fluo4 calcium fluorescence; active compounds read high. B-score at 10 µM. 310,000 compounds, 0.49% hits. AID 2237;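 active = B-score above 5 SD of library B-scores, and initial fluorescence ratio not above library mean plus 5 SD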;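 note: positive B-score marks a calcium rise read as TRPC4 activation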
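System – HEK293 cells stably co-expressing mouse TRPC4beta and mu-opioid receptor · Signal – Fluo4 calcium-sensitive dye fluorescence, kinetic, 1 Hz baseline · Benchmarks – buffer (low) and maximal DAMGO (high) · Read-out – B score of integrated fluorescence ratio per well · Incubation – dye loading 45 min room temperature, 110 s kinetic read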
PolyA inhibitor: inhibitors of polyadenylation in S. cerevisiae; S. cerevisiae SKY197-pL101 polyadenylation reporter, beta-gal luminescence; efflux-impaired pdr1/pdr3 knockout yeast; score 100 = 6 SD above DMSO; calls only at 12 µM; 300,000 compounds, 0.02% hits; AID 1875;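 active = lowest replicate activity score at least 50, where 100 means six control SD above control mean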;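 note: yeast exposed to compound for 9 h at 30 °C; higher score means more reporter readthrough which indicates perturbed polyadenylation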
HIF activator: HIF pathway transcriptional activation; U2OS HRE-luciferase reporter, luminescence; normalized: DMSO 0%, desferrioxamine 100%; activation, % at 7.5 µM (by protocol); 300,000 compounds, 0.32% hits; AID 1910;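 active = mean activation of at least 10% of the iron chelator positive control signal, with at least half of replicates also reaching 10%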
TRPC6 activator: mouse TRPC6 channel activation; AID 2550; 310,000 compounds, 0.13% hits; HEK293-TRPC6 membrane potential dye fluorescence; active compounds read high; Q61143; B-score at 10 µM;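 active = B-score of the integrated fluorescence ratio above library mean plus 3 SD, and starting fluorescence ratio within library mean plus 5 SD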;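 note: higher score means more depolarization so channel activation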
TRPC4 inh: inhibitors of mouse TRPC4 channel; 300,000 compounds, 0.39% hits; AID 2247; Q9QUQ5; B-score at 10 µM; HEK293 TRPC4beta/mu-opioid, DAMGO-evoked Fluo4 calcium flux; active compounds read low;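 active = B-score over 3 SD under the library average, no early fluorescence shift, positive overall ratio signal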
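Assay system: HEK293 cells with stable TRPC4beta plus mu-opioid receptor expression. Dosing: single dose. Measured by: Fluo4 Ca2+ flux fluorescence. Also added: DAMGO in two steps, submaximal then maximal. Read-out: B score from integrated Fluo4 fluorescence ratio.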
The depositor's hits bear a star; i = inactive; x = no result given. Some of the compounds tested; rates above refer to the full screens.

Below each SMILES – TRPC4 potent | AI-2 QS mod | TRPC6 inh | MrgX1 antagonist | MrgX1 PAM | MrgX1 ag | TRPC4 agonist | PolyA inhibitor | HIF activator | TRPC6 activator | TRPC4 inh
CCCCc1ccc(NC(=O)CSC2=C(C#N)C(c3ccco3)C3=C(CCCC3=O)N2)cc1 (stereo unspecified)
 : i | 10.6 | i | i | i | i | i | i | -0.6 | i | i
Cn1ncc([N+](=O)[O-])c1C(=O)N/N=C/c1c[nH]c2ccccc12
 : i | 35.8 | i | i | i | i | i | i | 0.1 | i | i
CCOC(=O)c1oc2cc(O)ccc2c(=O)c1-c1ccccc1OC
 : i | 27.2 | i | i | i | i | i | i | 0.1 | i | i
O=C(COc1ccc(Cl)cc1Cl)NN1C(=O)/C(=C\c2ccc(Cl)cc2)SC1=S
 : i | 9.2 | i | i | i | i | i | i | 0.0 | i | i
CCN(C(=O)CN1C(=O)COc2ccc(S(=O)(=O)N3CCCCCC3)cc21)c1cccc(C)c1
 : i | 31.4 | i | i | i | 38.1* | i | i | -1.2 | i | i
CCOC(=O)C1CCCN(C(=O)c2cccc([N+](=O)[O-])c2C)C1 (stereo unspecified)
 : i | 8.1 | i | i | i | i | i | i | -0.3 | i | i
COCCNC(=O)CSc1nnc(CCCN2C(=O)c3cccc4cccc(c34)C2=O)n1-c1ccccc1
 : i | 36.7 | i | i | i | i | i | i | 0.1 | i | i
O=C(NCc1ccccc1Cl)c1csc2c1CCCCC2
 : i | 10.5 | i | i | i | i | i | i | -0.4 | i | i
CSc1cccc(NC(=S)N(CCN(C)C)C(C)c2ccccn2)c1 (stereo unspecified)
 : i | 2.3 | i | i | i | i | i | i | 0.3 | i | i
CCn1c2ccccc2c2nnc(SCC(=O)N(C)C3CCS(=O)(=O)C3)nc21 (stereo unspecified)
 : i | 32.4 | i | i | i | i | i | i | 0.0 | i | i
CCc1nn(CC(=O)NCCCN(CC)c2cccc(C)c2)c(=O)c2cc3occc3n12
 : i | 18.8 | i | i | i | i | i | i | 0.6 | i | i
CC(=O)Nc1ccc(NC(=O)C(C)OC(=O)c2cccc(S(=O)(=O)N3CCCC3)c2)cc1 (stereo unspecified)
 : i | 8.3 | i | i | i | i | i | i | -1.4 | i | i
O=C(c1ccc(S(=O)(=O)N2CCCC2)cc1)N(c1ccc(F)cc1)C1C=CS(=O)(=O)C1 (stereo unspecified)
 : i | 3.3 | i | i | i | i | i | i | -0.2 | i | i
COc1cccc(NC(=O)CSc2nnc(Cc3cccn3C)n2-c2ccc(F)cc2)c1
 : i | 24.6 | i | i | i | i | i | i | -0.1 | i | i
Cc1ccccc1NC(=O)C(c1ccccc1)C1CCCC1 (stereo unspecified)
 : i | 15.1 | i | i | i | i | i | i | 0.5 | i | i
CCN1C(=O)C2(C(C(=O)c3cc4ccccc4o3)=C(O)C(=O)N2CCCN(C)C)c2ccccc21 (stereo unspecified)
 : i | 16.0 | i | i | i | i | i | i | -0.2 | i | i
Cc1ccnc(NC(=O)Cn2ccc([N+](=O)[O-])n2)c1
 : i | 18.0 | i | i | i | i | i | i | 0.6 | i | i
O=C(NCCc1nnc2ccc(N3CCCCCC3)nn12)c1ccccc1
 : i | 26.1 | i | i | i | i | i | i | 0.2 | i | i
O=C1CSC(c2ccccn2)N1c1ccccc1 (stereo unspecified)
 : i | 38.9 | i | i | i | i | i | i | 2.2 | i | i
O=C(CCCOc1ccccc1)Nc1ccc(S(=O)(=O)N2CCOCC2)cc1
 : i | 10.6 | i | i | i | i | i | i | 0.2 | i | i
COc1ccc(Cl)cc1NC(=O)CN(C)C(=O)c1n[nH]c2ccccc12
 : i | 24.6 | i | i | i | i | i | i | -0.5 | i | i
CCOc1ccc(-c2c(C(=O)N/N=C/c3ccc(C)s3)nnn2-c2nonc2N)cc1
 : i | x | i | i | i | i | i | i | 0.6 | i | i
CS(=O)(=O)N(Cc1ccccc1)c1ccccc1C(=O)Nc1ccccc1C(=O)NCc1ccco1
 : i | 4.7 | i | i | i | i | i | i | -3.0 | i | i
N#Cc1nc(Cc2ccccc2)oc1NCCc1ccccc1
 : i | -31.7 | i | i | i | i | i | i | 1.9 | i | i
CC(C)(C)NC(=O)NC(=O)CSc1nnc(-c2ccccc2F)n1N
 : i | 14.2 | i | i | i | i | i | i | -0.2 | i | i
Cc1cc(C(=O)NC2CCCc3c2cnn3-c2ccc(C(C)(C)C)cc2)n[nH]1 (stereo unspecified)
 : i | 1.7 | i | i | i | i | i | i | -0.9 | i | i
Cc1nc(OCC(C)C)c2sc3nc4c(cc3c2n1)COC(C)(C)C4
 : i | 27.2 | i | i | i | i | i | i | 2.7 | i | i
O=C1NC(=Nc2ccccc2)S/C1=C\C=C\c1ccco1
 : i | -9.0 | i | i | i | i | i | i | -0.4 | i | i
CC(OC(=O)Cc1c[nH]c2ccccc12)C(=O)Nc1ccccc1[N+](=O)[O-] (stereo unspecified)
 : i | 5.0 | i | i | i | i | i | i | -0.4 | i | i
CN(CC(=O)N1CCCCCC1)S(=O)(=O)c1ccccc1
 : i | x | i | i | i | i | i | i | 0.7 | i | i
CC1CCCC(NC(=O)CCNC(=O)c2ccc([N+](=O)[O-])cc2)C1C (stereo unspecified)
 : i | 18.6 | i | i | i | i | i | i | 0.1 | i | i
CC(=O)Oc1ccc(/C=C(\NC(=O)c2cccc(Br)c2)C(=O)Nc2ccc(C(=O)O)cc2)cc1
 : i | 33.0 | i | i | i | i | i | i | -0.2 | i | i
Cc1ccccc1Cn1ccc(NC(=O)c2cnn3c(C(F)(F)F)cc(-c4ccco4)nc23)n1
 : i | 17.8 | i | i | i | i | i | i | 0.0 | i | i
Cc1ccc(NC(=O)CCn2c(=O)[nH]c3ccsc3c2=O)cc1F
 : i | 22.0 | i | i | i | i | i | i | -19.1 | i | i
NC(=O)COc1c(-c2ccccc2)oc2ccccc2c1=O
 : i | -11.1 | i | i | i | i | i | i | -0.5 | i | i
O=C(NCCc1c[nH]c2ccccc12)C(=O)NCC1CCCO1 (stereo unspecified)
 : i | -1.4 | i | i | i | i | i | i | -0.8 | i | i
Cc1ccc(NC(=O)CCS(=O)(=O)c2cccc3nonc23)c(Cl)c1
 : i | 7.8 | i | i | i | i | i | i | -0.4 | i | i
CC(C)(C)n1nnnc1C(c1ccccn1)N(Cc1ccccc1)Cc1ccc(Cl)cc1 (stereo unspecified)
 : i | 25.1 | i | i | i | i | i | i | -0.7 | i | i
O=C(CSc1nnc(-c2ccccc2NC(=O)c2ccccc2)o1)OC1CCCCC1
 : i | 12.8 | i | i | i | i | i | x | x | i | i
CC1CCCCN1C(=O)COC(=O)c1cc([N+](=O)[O-])ccc1N (stereo unspecified)
 : i | 10.4 | i | i | i | i | i | i | 0.1 | i | i
CCc1ccc(N=C2NC(=O)/C(=C/c3ccc(OCC(=O)O)c(OC)c3)S2)cc1
 : i | 24.5 | i | x | x | x | i | i | -4.4 | i | i
CNC(=O)/C(C#N)=C/c1c(N2CCN(c3ccc(OC)cc3)CC2)nc2c(C)cccn2c1=O
 : i | 18.1 | i | i | i | i | i | i | 0.4 | i | i
COc1cccc(NC(=S)NNC(=O)Cn2nc(C(F)(F)F)cc2C)c1
 : i | 4.4 | i | i | i | i | i | i | 0.1 | i | i
COc1cccc(NC(=O)CN(c2ccc([N+](=O)[O-])cc2)S(=O)(=O)c2ccccc2)c1
 : i | 3.3 | i | i | i | i | i | i | 0.1 | i | i
COc1ccc(C(=O)N2CCN(Cc3nc(CC4CC4)no3)CC2)cc1
 : i | -17.2 | i | i | i | i | i | i | -1.3 | i | i
C[C@@H]1CC=C[C@H]2[C@H]1C(=O)N(Cc1ccccc1)[C@H]2c1ccc(/C=C/c2ccccc2)cc1F
 : i | 15.7 | i | i | i | i | i | i | -16.7 | i | i
CN(C(=O)c1ccc(Br)cc1)C1CCS(=O)(=O)C1 (stereo unspecified)
 : i | -3.8 | i | i | i | i | i | i | 0.6 | i | i
Cc1ccc(C)c(OCC(=O)NNC(=O)C2CC2)c1
 : i | 7.0 | i | i | i | i | i | i | -0.4 | i | i
COc1ccc(C(=O)C2CCCN(Cc3cc(Cl)ccc3O)C2)c(OC)c1 (stereo unspecified)
 : i | 18.0 | i | i | i | i | i | i | -57.3 | i | i
CCc1nnc(NC(=O)CCC(=O)N2CCCC2)s1
 : i | 15.3 | i | i | i | i | i | i | -8.8 | i | i
Nc1nonc1-n1nnc(C(=O)N/N=C/c2ccccc2Br)c1CN1CCCC1
 : i | -3.6 | i | i | i | i | i | i | -0.8 | i | i
O=C(Nc1nc2ccc(F)cc2s1)C1=NN(c2ccccc2)C(=O)CC1
 : i | 17.3 | i | i | i | i | i | i | 0.5 | i | i
CCOC(=O)C1(Cc2cccc(OC)c2)CCCN(C(=O)c2ccc(OC)o2)C1 (stereo unspecified)
 : i | 11.2 | i | i | i | i | i | i | 3.9 | i | i
COc1ccccc1CCC(=O)NC1CCCN(c2ccc(C(F)(F)F)cn2)C1 (stereo unspecified)
 : i | 7.4 | i | i | i | i | i | i | -0.3 | i | i
COc1cc(/C=C/C(=O)OCC(=O)N2CC3(C)CC2CC(C)(C)C3)ccc1O (stereo unspecified)
 : i | 30.9 | i | i | i | i | i | i | -3.2 | i | i
CCc1ccc(NC(=O)CN2C(=O)CSC2=O)cc1
 : i | -54.7 | i | i | i | i | i | i | 0.4 | i | i
CN(C)S(=O)(=O)c1cccc(COC(=O)Cc2c(F)cccc2Cl)c1
 : i | -3.9 | i | i | i | i | i | i | -0.6 | i | i
CN1/C(=C\C=C2/SC(=S)NC2=O)C(C)(C)c2ccccc21
 : i | 23.9 | i | i | i | 28.2* | i | i | -0.2 | i | i
COc1ccccc1C(=O)N/N=C(\C)c1ccc(NC(=O)Cc2ccccc2)cc1
 : i | 11.6 | i | i | i | i | i | i | 2.6 | i | i
COCCCN(C(=O)Cc1coc2cc(C)c(C)cc12)c1c(N)n(Cc2ccccc2)c(=O)[nH]c1=O
 : i | -2.1 | i | i | i | i | i | i | 2.1 | i | i
